Rac1 GTP hydrolysis: MgcRacGAP GTPase-activating activity inhibitors, confirmation, biochemical, ADP Hunter fluorescence; MgcRacGAP-stimulated Rac1 GTP hydrolysis, ADP Hunter fluorescence; higher % means a stronger effect; GST-tagged Rac1 F28L mutant substrate; AID 624330; one-dose inhibition, % at 30 µM; IC50 in µM for titrated hits; hit rate 0.6% among 340,000;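 active = first-screen hits whose inhibition reached a set limit at any dose in the follow-up dose series; inconclusive = inhibition above the set first-screen limit but never retested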;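 note: fluorescence reports GDP produced by GAP-driven GTP hydrolysis; strong numbers were not always called active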
RSV CPE inhibition: RSV antiviral activity via CPE protection, HEp-2 cells, primary 10 µM value included (AID 2391); CPE inhibition, % at 10 µM; hits with a dose series show IC50 in µM; HEp-2 cells, RSV-induced CPE inhibition; higher % means a stronger effect; hit rate 0.13% among 310,000; in the data active = a potency from the dose series; inconclusive = CPE inhibition mostly from about 23% at the one dose, without a potency; inactive = the rest, 99 in 100 with CPE inhibition below about 21%; note: strong numbers were not always called active
SV40 large T antigen: SV40 large T antigen inhibitors, biochemical (AID 1903); SV40 large T antigen ATPase/helicase inhibition assay; higher % means a stronger effect; one-dose inhibition, % at 20 µM; IC50 in µM for titrated hits; hit rate 0.39% among 310,000; in the data active = a potency from the dose series; inconclusive = inhibition mostly from about 32% at the one dose, without a potency; inactive = the rest, 99 in 100 with inhibition below about 32%; note: strong numbers were not always called active
XIAP antagonists: small molecules displacing peptide from XIAP – biochemical, IAP family, fluorescence polarization (AID 1018); hit rate 0.007% among 200,000; XIAP BIR domain, fluorescence polarization peptide displacement; higher % means a stronger effect; one-dose displacement, % at 20 µM; IC50 in µM for titrated hits; in the data active = displacement above about 50%; note: a part of the inactive calls stands beside numbers as strong as those of hits
Siah-1 displacement: blockers of Siah-1 interaction with plectin peptide – biochemical, fluorescence polarization, rhodamine-plectin, uHTS, primary screen (AID 1817); hit rate 0.02% among 290,000; one-dose displacement, % at 20 µM; IC50 in µM for titrated hits; Siah-1 / rhodamine-plectin peptide fluorescence polarization; higher % means a stronger effect;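 active = displacement of at least 50% at 20 µM, with a fluorescence ratio check between 0.3 and a set limit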;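 note: plate controls were Siah plus tracer with DMSO for no effect and tracer alone without Siah for full effect; strong numbers were not always called active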
NS5 inhibitors: Dengue-2 NS5 methyltransferase inhibitors, primary screen, biochemical, confirmation dose response (AID 588689); hit rate 0.3% among 340,000; Dengue-2 NS5 methyltransferase capping enzyme assay, biochemical; higher % means a stronger effect; one-dose inhibition, % at 25 µM; IC50 in µM for titrated hits; in the data active = a potency from the dose series; inconclusive = inhibition above about 29% without an active follow-up result
LYP inhibition: PTPN22 lymphoid phosphatase activity blockers – biochemical, fluorescence intensity, uHTS (AID 1779); hit rate 0.054% among 290,000; recombinant LYP phosphatase, fluorescence intensity; higher % means a stronger effect; inhibition, % at 11.5 µM, or IC50 in µM where a hit was titrated; in the data active = inhibition above about 50%;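 note: plate controls were vehicle with enzyme for no effect and no enzyme for full effect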
HIV fusion peptide: cell-free HIV fusion peptide-binding blockers – biochemical, uHTS, fluorescence dequenching, primary screen (AID 1986) | hit rate 0.3% among 290,000 | inhibition, % at 20 µM, or IC50 in µM where a hit was titrated | cell-free peptide binding, fluorescence dequenching, 30 min; higher % means a stronger effect; in the data active = inhibition mostly above about 52%, no sharp cut-off; inactive = mostly below about 76%; note: some results filed as inactive read as strong as hits
AID2073: disruptors of CaV2.2 binding to Mint1 – biochemical, HTRF (AID 2073). HTRF protein-protein interaction, Mint1-CaV2.2; higher % means a stronger effect. inhibition, % at 20 µM; hits with a dose series show IC50 in µM. hit rate 0.19% among 290,000; in the data active = inhibition mostly above about 51%, no sharp cut-off; inconclusive = no clear call, values can overlap the other calls; inactive = mostly below about 53%; note: some results filed as inactive read as strong as hits
* marks the source's active call; other numbers are inactive results; ? = inconclusive; / = not tested or not shown.

SMILES | Rac1 GTP hydrolysis | RSV CPE inhibition | SV40 large T antigen | XIAP antagonists | Siah-1 displacement | NS5 inhibitors | LYP inhibition | HIV fusion peptide | AID2073
COc1ccc(OC)c(Nc2nc(-c3sc(NC(=O)CC(C)C)nc3C)cs2)c1 | 4% | 2.4% | 17% | -1.6% | -5% | -6% | -5% | 3.2% | 1%
O=C(NCc1ccc(Cl)cc1)C1CCN(S(=O)(=O)c2cccnc2)CC1 | 18% | 1.0% | 8% | / | 8% | 7% | -9% | 2.8% | 5%
COc1cccc(CCc2nnc(CCC(=O)NCCC3CCCCO3)o2)c1 (stereo not drawn) | -1% | 0.1% | 8% | / | 3% | -7% | -9% | -1.1% | 4%
COc1cc(C(=O)Oc2cccc(Nc3ncnc4ccccc34)c2)cc(OC)c1OC | -5% | 9.4% | 3% | 0.0% | -5% | -3% | 9% | -0.6% | 12%
COC(=O)COC(=O)c1ccc(O)cc1 | -2% | 2.1% | 5% | -2.0% | 3% | 3% | -2% | 0.8% | 15%
O=C(COc1ccc(Cl)cc1)N1CCN(S(=O)(=O)c2ccc(Cl)cc2)CC1 | -1% | 1.5% | 19% | -5.5% | -2% | 1% | -4% | 1.5% | 0%
CCOc1cc(/C=N/O)ccc1OCc1ccccc1F | 0% | 4.0% | -1% | -3.4% | 9% | -7% | -4% | -0.6% | -4%
CC(C)C(=O)Nc1cccc(C(=O)Nc2nnc(C(C)(C)C)s2)c1 | 14% | 1.0% | 8% | -3.4% | 1% | 4% | -2% | 1.0% | 2%
CCCn1ncc(OC)c(Cl)c1=O | -1% | 0.8% | 4% | -1.0% | 8% | -5% | 0% | -1.2% | -1%
CCOC(=O)CNC(=O)c1cnn2cccnc12 | 1% | 1.4% | -1% | -2.6% | -6% | 3% | -5% | -3.3% | 7%
NS(=O)(=O)c1ccc(NN=C2CCCCC2)c([N+](=O)[O-])c1 | 6% | 1.0% | 6% | -7.5% | -3% | 3% | 1% | -1.5% | -1%
Cc1cc(C)c(S(=O)(=O)N(C)CC(=O)NCCN2CCOCC2)c(C)c1 | 6% | 0.0% | 4% | / | 0% | -4% | -4% | -0.4% | 10%
Cc1cccnc1NC(=O)c1ccc(C(=O)c2ccccc2)cc1 | 2% | -0.4% | 12% | / | / | -4% | / | / | /
O=C(CCn1nnc2ccccc21)Nc1nnc(COc2ccc(F)cc2)s1 | 1% | 1.0% | -1% | 1.6% | 2% | -1% | 1% | 0.3% | 1%
CCC(=O)c1ccc(OCC(=O)OCC(=O)N2c3ccccc3CC2C)cc1 (stereo not drawn) | 7% | -0.1% | 19% | / | / | -6% | / | / | /

A second format for two compounds above.
Structure,Rac1 GTP hydrolysis,RSV CPE inhibition,SV40 large T antigen,XIAP antagonists,Siah-1 displacement,NS5 inhibitors,LYP inhibition,HIV fusion peptide,AID2073
NS(=O)(=O)c1ccc(NN=C2CCCCC2)c([N+](=O)[O-])c1,6%,1.0%,6%,-7.5%,-3%,3%,1%,-1.5%,-1%
Cc1cc(C)c(S(=O)(=O)N(C)CC(=O)NCCN2CCOCC2)c(C)c1,6%,0.0%,4%,/,0%,-4%,-4%,-0.4%,10%

Entries of single compounds, quoted from the list. Order of screens: Rac1 GTP hydrolysis, RSV CPE inhibition, SV40 large T antigen, XIAP antagonists, Siah-1 displacement, NS5 inhibitors, LYP inhibition, HIV fusion peptide, AID2073
Results for O=C(COc1ccc(Cl)cc1)N1CCN(S(=O)(=O)c2ccc(Cl)cc2)CC1 = -1%, 1.5%, 19%, -5.5%, -2%, 1%, -4%, 1.5%, 0%
Results for Cc1cc(C)c(S(=O)(=O)N(C)CC(=O)NCCN2CCOCC2)c(C)c1 = 6%, 0.0%, 4%, /, 0%, -4%, -4%, -0.4%, 10%
Results for CC(C)C(=O)Nc1cccc(C(=O)Nc2nnc(C(C)(C)C)s2)c1 = 14%, 1.0%, 8%, -3.4%, 1%, 4%, -2%, 1.0%, 2%
Results for NS(=O)(=O)c1ccc(NN=C2CCCCC2)c([N+](=O)[O-])c1 = 6%, 1.0%, 6%, -7.5%, -3%, 3%, 1%, -1.5%, -1%
Results for O=C(CCn1nnc2ccccc21)Nc1nnc(COc2ccc(F)cc2)s1 = 1%, 1.0%, -1%, 1.6%, 2%, -1%, 1%, 0.3%, 1%

Going on with the list.
SMILES | Rac1 GTP hydrolysis | RSV CPE inhibition | SV40 large T antigen | XIAP antagonists | Siah-1 displacement | NS5 inhibitors | LYP inhibition | HIV fusion peptide | AID2073
Cc1cc(C)c2sc(C)[n+](CCCS(=O)(=O)[O-])c2c1 | 21% | -0.2% | 31% | 2.0% | -2% | 5% | -7% | -1.0% | -4%
CCCn1c(SCC(=O)Nc2cc(Cl)ccc2Cl)n[nH]c1=O | -2% | 3.5% | 1% | -7.0% | 4% | 0% | -3% | -1.6% | 1%
Cc1ccc(Cc2nc3ccccc3[nH]2)cc1 | / | 16% | -1% | / | 12% | -3% | -5% | 1.4% | 3%
O=[N+]([O-])C1=C(Nc2cccc3ccccc23)CS(=O)(=O)C1 | 10% | 1.2% | 1% | -0.8% | 4% | 2% | -1% | 0.0% | 0%
Cc1ccc(CNC(=O)CC(C)S(=O)(=O)c2cc3c(cc2C)NC(=O)CO3)cc1 (stereo not drawn) | 4% | 1.9% | / | / | 1% | -3% | -9% | -0.7% | 1%
Cc1cc(OCC(=O)NCCc2ccc(S(N)(=O)=O)cc2)c2c(C)cc(=O)oc2c1 | 12% | 11% | 9% | / | -2% | -10% | -16% | 2.6% | 18%
Cc1ccc(CSc2ncccc2C(=O)O)cc1 | 5% | 1.8% | 10% | -6.0% | 3% | -4% | -5% | 1.8% | -4%
CC(CCc1ccccc1)N(C)CC(O)c1cccc([N+](=O)[O-])c1 (stereo not drawn) | 7% | -2.5% | 14% | / | 7% | -9% | -3% | 1.5% | -4%
Cc1oc(/N=C/c2cccc3ccccc23)c(C#N)c1C | 13% | 0.3% | 6% | -0.8% | 4% | 0% | 4% | 13% | ?
COc1cc2c(cc1OC)CN(c1nc(CN3CCOCC3)nc3sc4c(c13)CCCC4)CC2 | 2% | 1.1% | 16% | -0.2% | 1% | -8% | 5% | 1.3% | 5%
O=C(CCCN=C1NS(=O)(=O)c2ccccc21)OCc1ccc(F)cc1 | 5% | 4.8% | 6% | / | / | -3% | / | / | /
CCN(CCO)C(=O)C(c1ccccc1)c1ccccc1 | 11% | 0.6% | 16% | -21% | -2% | -10% | -3% | -0.8% | 17%
Cc1ccc(NC(=O)CN(C)C(=O)CSc2nncn2C)cc1 | 8% | 0.3% | 6% | -3.9% | 3% | -8% | -11% | -0.8% | -9%
CC1Cc2ccccc2N1Cc1nc2scc(-c3cccs3)c2c(=O)[nH]1 (stereo not drawn) | 9% | 7.9% | 0% | -5.8% | 0% | -4% | -5% | -4.0% | 23%
CCN(CC(=O)Nc1ccc2c(c1)CCC2)Cc1nc2ccccc2c(=O)[nH]1 | 3% | 4.7% | 9% | -5.5% | -4% | -20% | 5% | -1.2% | 4%
CC(C)(C)C(=O)NC1CCN(CC(=O)Nc2ccc3c(c2)OCO3)CC1 | 6% | 0.4% | -4% | / | 0% | 1% | -8% | -1.9% | 8%
Cc1cccc(N2CCN(S(=O)(=O)c3ccc4c(c3)NC(=O)CS4)CC2)c1C | 9% | 6.1% | 30% | / | -2% | 0% | -1% | 1.3% | 11%
COCCCNC(=S)NNC(=O)c1cc(C2CC2)nc2ccccc12 | 4% | 1.3% | 12% | / | 12% | 2% | -6% | -3.4% | -23%
C/C=C(\C)CN1CCN(c2cc(C)ccc2C)CC1 | 11% | 0.8% | 4% | -3.3% | 2% | -5% | -7% | -1.7% | -4%
O=C(COC(=O)/C=C/c1ccc(Cl)cc1)NCCc1ccccc1 | 11% | 0.6% | -2% | -2.4% | -3% | -5% | -6% | -1.4% | 3%
CN(C)S(=O)(=O)c1ccc(NC(=O)Cc2ccc(S(=O)(=O)N3CCOCC3)s2)cc1 | 1% | -0.8% | 1% | -10% | 5% | / | -1% | 4.5% | 37%
CCCCNC(=O)NNC(=O)c1cc(C)on1 | 7% | 0.5% | 6% | / | -2% | 9% | -6% | -0.4% | 9%
CCCN(CCC)S(=O)(=O)c1ccc(C)cc1 | 7% | 0.7% | 6% | / | 0% | 1% | -7% | 0.3% | -12%
Nc1c(NCCc2ccccc2)c2ccccc2oc1=O | 4% | 8.5% | 19% | 0.7% | 0% | -2% | 2% | -2.8% | 20%
O=C(NCC1CC1)C1(C(F)(F)F)C/C(=C\Cc2ccccc2)CCCO1 (stereo not drawn) | 6% | 0.2% | 0% | / | / | -2% | / | / | /
CC(C)n1c(NCc2ccccc2O)nc2ccccc21 | 16% | 6.5% | 14% | / | 10% | / | -6% | -0.9% | 12%
Cc1cccc(S(=O)(=O)N/N=c2\sc3ccccc3n2C)c1 | 5% | 3.1% | 12% | -0.8% | 6% | -5% | -5% | 0.4% | 30%
COc1ccc(Nc2nc(Cl)nc(N3CCN(c4ccc(OC)cc4)CC3)n2)cc1 | / | 0.8% | 15% | -6.0% | -2% | / | -2% | -1.6% | 2%
Cc1c(C2=CCN(S(=O)(=O)c3ccc(Cl)cc3)CC2)c2ccccc2n1C | 8% | 1.1% | 2% | -4.3% | 1% | 3% | -2% | 12% | 1%
O=c1cc(CSc2ccccn2)[nH]c(=O)[nH]1 | 6% | 1.9% | 2% | -6.3% | -1% | -8% | -6% | 1.3% | -14%
CCc1ccccc1NC(=O)C1CCN(C(=O)c2ccc([N+](=O)[O-])cc2)CC1 | 5% | 5.4% | 8% | -3.8% | 4% | -7% | -10% | -0.8% | -12%
O=C(CCn1c(=O)oc2ccccc21)Nc1nc2ccccc2s1 | 14% | 5.6% | 7% | -3.2% | 0% | -3% | 2% | 0.0% | -3%
CC(NC(=O)c1ccco1)C(=O)OCc1cccc(Cl)c1 (stereo not drawn) | 6% | -1.2% | -2% | -0.3% | 1% | -4% | -3% | 5.3% | 2%
Cc1nc2ccc(S(=O)(=O)NCC(=O)N3CCCC(C)C3)cc2s1 (stereo not drawn) | 10% | 0.6% | 19% | -5.4% | -6% | 1% | -4% | -2.3% | -2%
COC(=O)c1c(NC(C)=O)sc2c1CCN(Cc1ccccc1)C2 | 1% | 0.5% | -2% | / | 4% | 1% | -5% | 0.2% | -7%
Cc1ccc(C)c(N(CC(=O)NC2CCCC2)C(=O)CCC(=O)Nc2cc(C)on2)c1 | 2% | 1.2% | 11% | / | 0% | 4% | -3% | 2.7% | 15%
O=C(NCCc1ccccc1)c1ccc(NC2=NC3CS(=O)(=O)CC3S2)cc1 (stereo not drawn) | 4% | 3.6% | 9% | 1.2% | -5% | -3% | -8% | -1.6% | -4%
CN(c1ccc(C(=O)Nc2cccnc2)cc1)S(=O)(=O)c1ccccc1 | 9% | ? | 11% | / | 1% | 3% | -8% | -0.8% | -1%

Compound activity from PubChem.
